Assay outcomes as filed in PubChem.
Nrf2 block = inhibitors of Nrf2 signaling; Potency, µM (series often up to 46 µM), inactives show top-dose activity change, negative = inhibition, actives largely listed as inhibitors; AID 504444; hit rate 2.1% among 360,000; A549 ARE-Fluc reporter, luciferase luminescence, 18-24 h; further: on the % scale 0 is the no-effect control and ±100 the full control effect; nearly all actives have a fitted effect of over 60% in size
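Concentration-response testing used A549 ARE_Fluc cells at 5000 cells/well. Following an 18-24 h compound incubation, viability was read by fluorescence (Ex 405/Em 525) and luciferase output by luminescence.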
EPAC2 antag = blocks human EPAC2 exchange factor | Potency, µM (series often up to 114 µM), inactives show at the top dose activity, negative = inhibition, hits mostly inhibitors | hit rate 0.18% among 360,000 | EPAC2 GEF exchange of Rap1B-BODIPY-GDP, fluorescence; further: on the % scale 0 is the no-effect control and ±100 the full control effect; nearly all actives have a fitted effect of over 45% in size; many of its hits are not listed in these tables
Target sequence (Q8WZA2 whole entry, looked up): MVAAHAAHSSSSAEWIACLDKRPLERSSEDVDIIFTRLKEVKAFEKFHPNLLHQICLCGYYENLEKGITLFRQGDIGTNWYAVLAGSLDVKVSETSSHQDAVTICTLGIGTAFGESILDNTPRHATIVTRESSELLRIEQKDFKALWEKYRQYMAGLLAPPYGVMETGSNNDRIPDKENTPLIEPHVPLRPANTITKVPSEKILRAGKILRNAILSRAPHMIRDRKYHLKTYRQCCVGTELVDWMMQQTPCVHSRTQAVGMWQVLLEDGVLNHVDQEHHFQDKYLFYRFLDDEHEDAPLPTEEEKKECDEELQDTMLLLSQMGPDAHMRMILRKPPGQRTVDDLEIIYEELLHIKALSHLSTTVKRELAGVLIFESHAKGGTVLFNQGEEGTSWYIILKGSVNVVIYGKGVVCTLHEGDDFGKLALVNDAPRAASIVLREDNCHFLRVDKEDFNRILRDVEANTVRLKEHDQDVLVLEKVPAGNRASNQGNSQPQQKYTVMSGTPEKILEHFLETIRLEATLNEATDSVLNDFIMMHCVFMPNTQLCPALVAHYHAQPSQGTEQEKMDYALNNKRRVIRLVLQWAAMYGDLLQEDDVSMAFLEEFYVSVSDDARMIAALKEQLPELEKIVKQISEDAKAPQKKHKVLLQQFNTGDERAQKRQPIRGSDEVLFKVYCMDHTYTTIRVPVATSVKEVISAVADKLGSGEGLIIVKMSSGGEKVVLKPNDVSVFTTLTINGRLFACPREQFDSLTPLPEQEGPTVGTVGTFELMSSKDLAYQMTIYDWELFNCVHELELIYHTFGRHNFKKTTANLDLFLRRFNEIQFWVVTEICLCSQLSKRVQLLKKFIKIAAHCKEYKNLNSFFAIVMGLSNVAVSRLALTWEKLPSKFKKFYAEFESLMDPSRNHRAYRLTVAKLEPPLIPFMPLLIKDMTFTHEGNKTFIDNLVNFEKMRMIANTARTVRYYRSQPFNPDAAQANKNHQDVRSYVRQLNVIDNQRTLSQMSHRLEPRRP
A549 tox = counter-screen for Nrf2 inhibitors: cytotoxicity in A549 cells; A549 ARE-Fluc cells, CellTiter-Fluor viability, 18-24 h; Potency, µM (series often up to 46 µM), for inactives: at the top dose activity change, negative = cytotoxicity, actives largely listed as inhibitors; hit rate 0.16% among 390,000; AID 504648; further: on the % scale 0 is the no-effect control and ±100 the full control effect
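A549 ARE_Fluc cells in 5% FBS OPTI-MEM were exposed to compounds in concentration-response for 18-24 h at 37 deg C. Viability was read by CellTiter-Fluor fluorescence (Ex 405/Em 525) after 30 min, before the luciferase read.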
MCF10A rerep = inducers of DNA re-replication in MCF 10A breast cells; MCF 10A DNA re-replication, Hoechst nuclear intensity, 48 h; Potency, µM (titrated, usually from 46.1 µM), without a hit: at the highest dose activity, positive = re-replication, most hits filed as activators; hit rate 2.9% among 350,000; further: % of control where 0% means no effect; nearly all actives have a fitted effect of over 50% in size
ATXN2 expr inh = ATXN2 expression inhibition. hit rate 0.72% among 360,000. HEK-293 ATXN2-luciferase reporter, luminescence, 24 h. Potency, µM (doses to about 57 µM), without a hit: at the highest dose activity change, negative = inhibition, actives largely listed as inhibitors. AID 1745845; further: on the % scale 0 is the no-effect control and ±100 the full control effect; nearly all actives have a fitted effect of over 55% in size
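qHTS (up to 57 uM final) was run with 24 h compound exposure of reporter cells at 37 °C. Each well was multiplexed: SteadyGlo luminescence measured ATXN2-luciferase expression after a fluorogenic Gly-Phe-AFC viability readout (25 uM final).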
S2 tox = viability counter-screen for ATXN expression inhibitors; hit rate 0.49% among 400,000; Potency, µM (titrated, usually from 56.7 µM), most hits filed as cytotoxic; S2 cells (HEK-293 line with an ATXN2-luciferase reporter) viability, CellTiter-Fluor protease fluorescence, 24 h; further: nearly all actives have a fitted effect of over 40% in size
HepG2 viability = counter-screen for TGF-b inhibitors: cytotoxicity in HepG2 cells; HepG2 CAGA-GFP viability, ATP luminescence, 18 h; Potency, µM (titrated, usually from 46.1 µM), for inactives: at the top dose activity change, negative = cytotoxicity, hits mostly cytotoxic; hit rate 0.76% among 410,000; AID 588856; further: some results filed as inactive show a strong effect at the top dose
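HepG2 CAGA-GFP cells (1000/well, DMEM with 1% FBS) received compound, then TGF-beta at 500 pg/mL final, and were incubated 18 hours at 37 degrees C. Viability was read by CellTiter-Glo luminescence. Media-only wells were set as complete cell-killing and DMSO as no toxicity.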
TGFb inhibitor = TGF-b pathway inhibition; hit rate 1.2% among 410,000; HepG2 CAGA-GFP TGF-b/SMAD3 reporter, GFP fluorescence, 18 h; TGF-beta stimulated, 500 pg/mL final; Potency, µM (highest dose often 46.1 µM), without a hit: at the highest dose activity, negative = inhibition, hits mostly inhibitors; AID 588855; further: on the % scale 0 is the no-effect control and ±100 the full control effect; nearly all actives have a fitted effect of over 65% in size
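TGF-beta reporter screen: HEPG2 CAGA-GFP, 1% FBS, 500 pg/mL TGF-beta final, 18 h; per-cell GFP summed per well; curves fitted and categorized by class.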
Nrf2 activator = activates Nrf2 signaling. AREc32 ARE-luciferase reporter (MCF7-derived line), luminescence, 24 h. Potency, µM (titrated, usually from 46.1 µM), for inactives: at the top dose activation, actives largely listed as activators. hit rate 0.31% among 410,000; further: % of control where 0% means no effect; nearly all actives have a fitted effect of over 65% in size
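ARE activation measured as luciferase luminescence (Steady-Glo, 30 min RT) in AREc32_Fluc cells after 24 hr compound exposure at 37 deg C, 5% CO2; cells seeded overnight at 1000/well in OPTI-MEM, 5% FBS.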
The depositor's hits bear a star; [ ] = dose if it differs, or a comment. The call rests on the fitted dose curve; in most records, active means well fitted curve in the direction sought with a large enough effect; inconclusive means small, poorly fitted or top-dose-only effect, or another doubt; inactive means no such curve, though single readings can be large; an effect the other way counts as inactive or inconclusive. Potency means the concentration at half of the fitted maximal effect.

Screening Cc1cc2c(C)ccc(C)c2nc1SCC(=O)c1cccs1 returned Nrf2 block 8%, EPAC2 antag 0%, A549 tox -2%, MCF10A rerep 5%, HepG2 viability -26%, TGFb inhibitor 0% and Nrf2 activator 0.0%.
`CCOc1cc(C2C(C#N)=C(N)Oc3n[nH]c(-c4ccccc4)c32)ccc1O` (configuration not stated) gave Nrf2 block -4%, EPAC2 antag -11%, A549 tox -12%, MCF10A rerep -2%, ATXN2 expr inh inconclusive, S2 tox inactive, HepG2 viability -30%, TGFb inhibitor -2% and Nrf2 activator inconclusive.
For N#CC1(NC(=O)CSc2nnc(C3CC3)n2N)CCCCC1 the results were EPAC2 antag -1%, S2 tox inactive, HepG2 viability -4%, TGFb inhibitor 5% and Nrf2 activator 7.7%.
CCOc1ccc(N(CC(=O)N2CCCCCC2)S(=O)(=O)c2ccc(C)cc2)cc1 was read as Nrf2 block -8%, EPAC2 antag -1%, A549 tox 1%, MCF10A rerep 6%, ATXN2 expr inh 11%, S2 tox inconclusive, HepG2 viability -6%, TGFb inhibitor -8% and Nrf2 activator -0.3%.
`CSCC[C@H](NC(=O)OCc1ccccc1)C(=O)O` gave EPAC2 antag 15%, A549 tox 9%, MCF10A rerep -22%, ATXN2 expr inh 13%, S2 tox inactive, HepG2 viability 11%, TGFb inhibitor -17% and Nrf2 activator -0.8%.
Screening CCOc1ccc(C(=O)N/N=C/c2ccc(SC)cc2)cc1 returned Nrf2 block -17%, EPAC2 antag 4%, A549 tox -1%, MCF10A rerep 1%, ATXN2 expr inh -21%, S2 tox inconclusive, HepG2 viability 1%, TGFb inhibitor -11% and Nrf2 activator -0.8%.
CSCCC1NC(=O)N(CC(=O)Nc2cc(C)on2)C1=O (configuration not stated) was read as Nrf2 block -13%, EPAC2 antag 16%, A549 tox -5%, MCF10A rerep 1%, ATXN2 expr inh 5%, S2 tox inactive, HepG2 viability 13%, TGFb inhibitor 8% and Nrf2 activator 0.4%.
Screening COCCn1nnnc1C(C(C)C)N1CCOCC1 (configuration not stated) returned Nrf2 block 3%, EPAC2 antag -1%, A549 tox 10%, MCF10A rerep 7%, ATXN2 expr inh 0%, S2 tox inactive, HepG2 viability -11%, TGFb inhibitor 3% and Nrf2 activator 0.7%.
`COCCC(=O)N1CCC(Oc2ccc(C(=O)N(C)C(C)c3ccon3)cc2)CC1` (configuration not stated) gave Nrf2 block 1%, EPAC2 antag 1%, A549 tox 8%, MCF10A rerep 10%, ATXN2 expr inh 2%, S2 tox inactive, HepG2 viability -12%, TGFb inhibitor 1% and Nrf2 activator -0.1%.
COc1ccc(Br)cc1CC1C(=O)Nc2ccccc21 (configuration not stated) was read as Nrf2 block 7.3µM*, A549 tox 2%, HepG2 viability -61%, TGFb inhibitor -17% and Nrf2 activator 4.1%.
`COCCCn1cnnc1SCc1nc2sc(C(C)=O)c(C)c2c(=O)[nH]1` gave Nrf2 block 3%, EPAC2 antag 20%, A549 tox 1%, MCF10A rerep -16%, ATXN2 expr inh -18%, S2 tox inactive, HepG2 viability 2%, TGFb inhibitor 12% and Nrf2 activator -0.5%.
`N#CC1(NC(=O)COC(=O)C2CCN(S(=O)(=O)c3ccc4c(c3)OCCO4)CC2)CCCCC1` gave Nrf2 block -6%, EPAC2 antag 7%, A549 tox 0%, MCF10A rerep 2%, ATXN2 expr inh -1%, S2 tox inactive, HepG2 viability -12%, TGFb inhibitor -5% and Nrf2 activator -0.2%.
Screening O=C(c1ccccc1Cl)N(C(=O)c1ccccc1Cl)c1nccc(-c2cccs2)n1 returned Nrf2 block 2%, EPAC2 antag 21%, A549 tox -21%, MCF10A rerep 2%, ATXN2 expr inh -2%, S2 tox inactive, HepG2 viability -22%, TGFb inhibitor 1% and Nrf2 activator 6.6%.
For COc1ccc(C(=O)OC2CCN(C)CC2)cc1 the results were EPAC2 antag 3%, A549 tox 8%, MCF10A rerep 28%, ATXN2 expr inh 2%, S2 tox inactive, HepG2 viability -1%, TGFb inhibitor 5% and Nrf2 activator -0.7%.
`Cn1cc(/C=C/C(=O)N2CCCC(C(=O)c3ccc(C(C)(C)C)cc3)C2)cn1` (configuration not stated) gave Nrf2 block 7%, EPAC2 antag -8%, A549 tox -4%, MCF10A rerep 12%, ATXN2 expr inh 10%, S2 tox inactive, HepG2 viability -11%, TGFb inhibitor -6% and Nrf2 activator -0.7%.
For O=C(CSc1nnc(-c2cccnc2)n1-c1ccc(SC(F)F)cc1)N1CCCc2ccccc21 the results were Nrf2 block 5%, EPAC2 antag -9%[57.1 µM], A549 tox inconclusive, MCF10A rerep inconclusive, S2 tox inactive, HepG2 viability -1%, TGFb inhibitor -3% and Nrf2 activator -0.8%.
For CC(C(=O)Nc1ccc(S(=O)(=O)N2CCOCC2)cc1)N(c1ccccc1)S(C)(=O)=O (configuration not stated) the results were Nrf2 block -10%, EPAC2 antag 2%[57.1 µM], A549 tox -4%, MCF10A rerep -3%, ATXN2 expr inh -5%, S2 tox inactive, HepG2 viability 8%, TGFb inhibitor 8% and Nrf2 activator -0.3%.
Cc1ccc(S(=O)(=O)NCCC(=O)O)cc1 was read as Nrf2 block 3%, EPAC2 antag -2%, A549 tox 0%, MCF10A rerep 2%, ATXN2 expr inh -21%, S2 tox inactive, HepG2 viability 1%, TGFb inhibitor 0% and Nrf2 activator 0.1%.
`COc1ccc(C(CNS(=O)(=O)c2ccc(NC(C)=O)c(OC)c2)N2CCCC2)cc1` (configuration not stated) gave Nrf2 block 7%, EPAC2 antag 17%, A549 tox 2%, MCF10A rerep 7%, ATXN2 expr inh 3%, S2 tox inactive, HepG2 viability -5%, TGFb inhibitor -2% and Nrf2 activator 0.5%.
O=C(O)c1nnn(-c2cccc(C(F)(F)F)c2)c1-c1ccccc1 was read as Nrf2 block -7%, EPAC2 antag -10%, A549 tox -5%, MCF10A rerep 0%, ATXN2 expr inh -18%, S2 tox inactive, HepG2 viability 6%, TGFb inhibitor -1% and Nrf2 activator 0.8%.
For CCOc1ccc(C(C)=O)cc1N1C(=O)C2C3C=CC(C3)C2C1=O (configuration not stated) the results were EPAC2 antag -18%, A549 tox 1%, MCF10A rerep -3%, ATXN2 expr inh -15%, S2 tox inactive, HepG2 viability -4%, TGFb inhibitor 2% and Nrf2 activator -0.2%.
For COc1ccc(S(=O)(=O)N2CCN(CC(O)CN3CCOCC3)CC2)cc1 (configuration not stated) the results were Nrf2 block 1%, EPAC2 antag 20%, A549 tox 0%, MCF10A rerep 9%, S2 tox inconclusive, HepG2 viability -5%, TGFb inhibitor 32%[activator] and Nrf2 activator -1.9%.
Screening CN(c1ccccc1C(=O)N1CCOCC1)S(C)(=O)=O returned EPAC2 antag 8%, A549 tox 1%, MCF10A rerep 0%, ATXN2 expr inh -4%, S2 tox inactive, HepG2 viability 0%, TGFb inhibitor 7% and Nrf2 activator -0.2%.
COc1ccc(S(=O)(=O)Nc2ccc3c(c2)C(=O)N([C@H](C)CO)C[C@H](C)[C@@H](CN(C)C(=O)Nc2c(C)noc2C)O3)cc1 was read as Nrf2 block -6%, EPAC2 antag 1%, A549 tox -1%, MCF10A rerep 6%, ATXN2 expr inh 6%, S2 tox inactive, HepG2 viability 10%, TGFb inhibitor inconclusive and Nrf2 activator 0.1%.
For CCN(C(=O)c1cnc(OC)cc1C(F)(F)F)c1ccc(Cl)cc1Cl the results were Nrf2 block -9%, EPAC2 antag -8%, A549 tox 1%, MCF10A rerep 6%, ATXN2 expr inh -14%, S2 tox inactive, HepG2 viability 6%, TGFb inhibitor -4% and Nrf2 activator -0.1%.
Screening Cc1ccc(SCC(=O)NCCc2ccc(F)cc2)cc1 returned Nrf2 block 0%, EPAC2 antag -17%, A549 tox -2%, MCF10A rerep 2%, S2 tox inactive, HepG2 viability 1%, TGFb inhibitor -5% and Nrf2 activator 3.5%.
`O=CN1CCN(C2CC(=O)N(c3ccc(Br)cc3)C2=O)CC1` (configuration not stated) gave EPAC2 antag 14%, A549 tox 0%, MCF10A rerep 1%, ATXN2 expr inh 5%, S2 tox inactive, HepG2 viability 7%, TGFb inhibitor 7% and Nrf2 activator 0.1%.
For COc1ccc(C(NC(=O)C2CCN(CCOc3ccc(Cl)cc3Cl)CC2)c2ccccn2)cc1 (configuration not stated) the results were EPAC2 antag -12%, ATXN2 expr inh inconclusive, S2 tox inconclusive, HepG2 viability -107%, TGFb inhibitor inconclusive and Nrf2 activator 5.9%.
For COc1ccccc1OCC(=O)N/N=C1/SCC(=O)N1Cc1ccccc1 the results were Nrf2 block 5%, EPAC2 antag -1%, A549 tox 13%, MCF10A rerep 0%, ATXN2 expr inh 3%, S2 tox inactive, HepG2 viability -2%, TGFb inhibitor 0% and Nrf2 activator -0.2%.
For Cc1ccc(S(=O)(=O)Nc2ccc(C(=O)NCCCn3ccnc3)cc2)cc1[N+](=O)[O-] the results were Nrf2 block -9%, EPAC2 antag 1%, A549 tox 1%, MCF10A rerep 6%, ATXN2 expr inh 2%, S2 tox inactive, HepG2 viability 1%, TGFb inhibitor 5% and Nrf2 activator -0.8%.

3 compounds picked at random from the list so far:
For COc1ccccc1OCC(=O)N/N=C1/SCC(=O)N1Cc1ccccc1 the results were Nrf2 block 5%, EPAC2 antag -1%, A549 tox 13%, MCF10A rerep 0%, ATXN2 expr inh 3%, S2 tox inactive, HepG2 viability -2%, TGFb inhibitor 0% and Nrf2 activator -0.2%.
Screening CN(c1ccccc1C(=O)N1CCOCC1)S(C)(=O)=O returned EPAC2 antag 8%, A549 tox 1%, MCF10A rerep 0%, ATXN2 expr inh -4%, S2 tox inactive, HepG2 viability 0%, TGFb inhibitor 7% and Nrf2 activator -0.2%.
For Cc1ccc(S(=O)(=O)Nc2ccc(C(=O)NCCCn3ccnc3)cc2)cc1[N+](=O)[O-] the results were Nrf2 block -9%, EPAC2 antag 1%, A549 tox 1%, MCF10A rerep 6%, ATXN2 expr inh 2%, S2 tox inactive, HepG2 viability 1%, TGFb inhibitor 5% and Nrf2 activator -0.8%.

An excerpt (hit frequency here may not be typical).
